# G9a inh – blocks human histone lysine methyltransferase G9a. Q96KQ7. G9a H3K9 monomethylation, AlphaScreen, 2 h. Potency, µM (series often up to 102 µM), inactives show at the top dose activity, negative = inhibition, usual class: inhibitors. hit rate 8.8% among 350,000; further: potency means the concentration at half of the fitted maximal effect; on the % scale 0 is the no-effect control and ±100 the full control effect; nearly all actives have a fitted effect of over 75% in size
#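 Using a bead-based AlphaScreen, monomethylated H3K9 product from 2 h room-temperature reactions (G9a 20 nM, peptide 500 nM, SAM 20 uM) was detected with 0.5 ug/mL rabbit anti-H3K9me1 antibody.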
# JMJD2A Tudor – inhibitors of human JMJD2A Tudor domain; AlphaScreen JMJD2A-Tudor / H3K4me3 peptide binding; Potency, µM (highest dose often 114 µM), inactives show at the top dose activity change, negative = inhibition, usual class: inhibitors; hit rate 4.4% among 390,000; further: potency means the concentration at half of the fitted maximal effect; on the % scale 0 is the no-effect control and ±100 the full control effect; nearly all actives have a fitted effect of over 50% in size
# GLS inh – inhibitors of human glutaminase (GLS); GLS enzymatic activity, qHTS titration; Potency, µM (doses to about 45.5 µM), for inactives: top-dose activity change, negative = inhibition, actives largely listed as inhibitors; hit rate 0.21% among 410,000; further: potency means the concentration at half of the fitted maximal effect; on the % scale 0 is the no-effect control and ±100 the full control effect
#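 Human kidney-isoform GLS in 45 mM KH2PO4 pH 8.2, 0.02% Tween-20, with compound, started with 1mM L-Glutamine (added stock). Glutamate oxidase/HRP/Amplex red coupled fluorescence read at start and after 30 min at RT.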
# BAZ2B block – blocks human BAZ2B; hit rate 4.4% among 360,000; Potency, µM (titrated, usually from 114 µM), for inactives: at the highest dose activity change, negative = inhibition, hits mostly inhibitors; Q9UIF8; AlphaScreen BAZ2B-H3K14Ac peptide displacement; further: potency means the concentration at half of the fitted maximal effect; on the % scale 0 is the no-effect control and ±100 the full control effect; nearly all actives have a fitted effect of over 60% in size
#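 Inhibition is scored as reduced AlphaScreen emission. The BAZ2B/b-H3(5-23)K14Ac complex (50 nM each) in PBS pH 7.4, 0.01% Tween-20 meets compound (up to 110 uM) for 30 min at RT before bead addition.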
# PGK inhibitor – blocks T. brucei phosphoglycerate kinase; P07378; PGK/GAPDH coupled, Kinase-Glo luminescence, 60 min; Potency, µM (series often up to 57.5 µM), for the others: top-dose activity change, negative = inhibition, most hits filed as inhibitors; hit rate 0.043% among 380,000; AID 602233; further: potency means the concentration at half of the fitted maximal effect; on the % scale 0 is the no-effect control and ±100 the full control effect; nearly all actives have a fitted effect of over 60% in size
#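 Luminescent ATP detection (Kinase-Glo Plus) follows a 60-minute room-temperature incubation, with wells lacking PGK as controls. Buffer: 100 mM TEA (pH 7.6), 5 mM MgCl2, 0.01% Tween-20. Coupling enzyme GAPDH (100 nM final) supplies unstable 1,3-BPG in-well.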
# PI4K2A inh – inhibitors of human PI4K2A; AID 1346378; activity change, negative = inhibition, % at 76.9 µM; Q9BTU6; hit rate 0.13% among 420,000; purified PI4K2A, ADP-Glo luminescence, 1 h; active compounds read low; in the data active means activity change below about -50%; inconclusive means mostly about -30% to -49%;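 further: -100% = wells without enzyme as full effect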
#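 In this quantitative HTS, ADP production by PI4K2A was quantified luminescently after 1 h at ambient temperature; 100 microM adenosine served as plate-quality control.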
# ERG Ets-DNA blk – inhibitors of human ERG Ets domain-DNA interaction | fluorescence polarization, His-ERG Ets domain / labelled DNA | hit rate 0.028% among 370,000 | Potency, µM (titrated, usually from 76.9 µM), inactives show top-dose FP activity, negative = inhibition, most hits filed as inhibitors; active means well fitted inhibition curve with a large enough effect in the polarisation, with a control signal flat; inconclusive means small, poorly fitted or top-dose-only effect, or effect the other way, or a change in a side signal; inactive means no such curve, though single readings can be large or run the other way; the % refers to the polarisation;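 further: polarization taken with two DNA probes labelled with fluorescein and Texas red; potency means the concentration at half of the fitted maximal effect; % of control where 0% means no effect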
# Target sequence (P11308 whole entry, looked up, the tested form may be a part): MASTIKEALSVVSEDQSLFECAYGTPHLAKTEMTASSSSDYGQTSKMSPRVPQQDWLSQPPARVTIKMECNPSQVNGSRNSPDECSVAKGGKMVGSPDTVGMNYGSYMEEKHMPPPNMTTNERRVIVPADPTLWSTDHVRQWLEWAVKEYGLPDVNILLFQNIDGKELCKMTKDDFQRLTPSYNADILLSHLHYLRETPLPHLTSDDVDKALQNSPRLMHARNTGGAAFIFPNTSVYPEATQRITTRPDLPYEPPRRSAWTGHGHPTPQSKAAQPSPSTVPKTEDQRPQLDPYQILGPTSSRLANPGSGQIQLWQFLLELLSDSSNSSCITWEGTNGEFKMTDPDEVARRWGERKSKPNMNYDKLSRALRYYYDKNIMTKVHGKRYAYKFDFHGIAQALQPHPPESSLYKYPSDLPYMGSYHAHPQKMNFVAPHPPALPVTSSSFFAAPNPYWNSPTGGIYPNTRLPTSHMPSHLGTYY
#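 His-tagged ERG Ets domain (1 uM in the protein solution; 300mM KCl, 50mM Tris-HCl, 1mM EDTA, 1mM DTT, pH 7.5) received compound, then a probe mix of 5 nM fluorescein-DNA and 100nM Texas-615-DNA. Fluorescence polarization was read for both dyes.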
# HP1b binding inh – HP1-beta chromodomain-methylated histone interaction inhibition; P83916; Potency, µM (doses to about 114 µM), inactives show top-dose activity change, negative = inhibition, usual class: inhibitors; AID 540317; AlphaScreen HP1-beta / biotin-H3K9me3 peptide binding; hit rate 0.56% among 390,000; further: potency means the concentration at half of the fitted maximal effect; nearly all actives have a fitted effect of over 70% in size; inactives centre near 23
# Target sequence (P83916 whole entry, looked up): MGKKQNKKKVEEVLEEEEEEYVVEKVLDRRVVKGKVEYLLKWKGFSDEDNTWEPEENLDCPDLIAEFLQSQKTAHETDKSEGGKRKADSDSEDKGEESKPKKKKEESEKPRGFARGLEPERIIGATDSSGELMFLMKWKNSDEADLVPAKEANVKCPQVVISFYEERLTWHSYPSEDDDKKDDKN
#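 AlphaScreen: HP1-beta (50 nM) preformed 30 min with biotin-H3(1-18)K9me3 peptide (50 nM) in PBS pH 7.4, 0.01% Tween-20. Compound added for 30 min at RT, then streptavidin donor/nickel chelate acceptor beads (10 ug/mL) for 30 min.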
# Pin1 inhibitor – blocks the human prolyl isomerase Pin1; Pin1 FP peptide displacement, HiFluor488, 10 min; Potency, µM (highest dose often 115 µM), for the others: at the highest dose activity, negative = inhibition, actives largely listed as inhibitors; hit rate 0.009% among 390,000; AID 504891; active means well fitted inhibition curve with a large enough effect in the polarisation, with a control signal flat, not every such curve was filed as active; inconclusive means small, poorly fitted or top-dose-only effect, or effect the other way, or a change in a side signal; inactive means no such curve, though single readings can be large or run the other way; the % refers to the polarisation; further: potency means the concentration at half of the fitted maximal effect; on the % scale 0 is the no-effect control and ±100 the full control effect
# Target sequence (Q13526 whole entry, looked up): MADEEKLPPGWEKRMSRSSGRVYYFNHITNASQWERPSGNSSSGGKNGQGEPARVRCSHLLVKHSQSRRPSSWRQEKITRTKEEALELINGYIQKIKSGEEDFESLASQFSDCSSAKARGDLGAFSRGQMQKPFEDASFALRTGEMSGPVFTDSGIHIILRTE
# Starred values were filed as active, the others as inactive; i = inactive; u = inconclusive; x = not tested or not shown; & = joins results of further samples; [ ] = remark or other dose. Unless noted, the call rests on the fitted dose curve; in most records, active means well fitted curve in the direction sought with a large enough effect; inconclusive means small, poorly fitted or top-dose-only effect, or another doubt; inactive means no such curve, though single readings can be large; an effect the other way counts as inactive or inconclusive.
SMILES,G9a inh,JMJD2A Tudor,GLS inh,BAZ2B block,PGK inhibitor,PI4K2A inh,ERG Ets-DNA blk,HP1b binding inh,Pin1 inhibitor
O=C(Nc1ccc2c(c1)N(C1CCCC1)C(=O)c1ccccc1S2)c1cccc(F)c1,-9%[59 µM],-26%,-2%,-7%,-9%,5,0%,34%,23%
NC(=O)C(=O)N/N=C/c1c[nH]c2ccc(Br)cc12,-27%,-14%,9%,-13%,-10%,-1,5%,27%,1%
CCn1cc(C(=O)N[C@@H](CCSC)C(=O)NCCOC)c(=O)c2cc3c(cc21)OCO3,6%,-4%,-20%,2%,-4%,-2,-3%,48%[activator],-6%
COc1cc(NC(=O)C2CCN(S(=O)(=O)c3ccc4c(c3)CC(C)N4C(C)=O)CC2)cc(OC)c1OC (stereo not drawn),-5%,-26%,4%,-5%,-8%,-1,7%,22%,0%
Cc1cc(C)cc(NC(=O)COC(=O)c2cc(C)oc2C)c1,0%,3%,-9%,x,-10%,9,-16%,47%[activator],1%
N#Cc1cccc(NC(=O)COC(=O)c2ccc[n+]([O-])c2)c1,x,-28%,-1%,x,i,-2,-8%,14%,6%
CCOc1ccccc1CNS(=O)(=O)c1cc(-c2cc(C)no2)ccc1C,36%[activator],-15%,-3%,0%,-9%,-1,0%,55%[activator],7%
CCOc1cc(-c2nc(-c3ccccc3)c(-c3cc([N+](=O)[O-])ccc3C)[nH]2)ccc1O,14µM*,u,24%,u,-13%,2,-10%,-30%,-1%
O=C1c2ccccc2C(=O)N1CCOc1cccc(Br)c1,241%[activator],119%[activator],-8%,105%[activator],i,-3,7%,181%[activator],5%
CC[C@@H](CCC=C(C)C)C(=O)N(Cc1ccccc1)c1ccccc1,-24%[0.501 µM],59%[activator],-5%,71%[activator],0%,2,14%,125%[activator],0%
COc1cccc(Nc2nnc(SCc3cc([N+](=O)[O-])cc4c3OCOC4)s2)c1,u,u,2%,-35%,-5%,0,10%,5%,7%
O=C(C1=C(O)C(=O)N(CCCn2ccnc2)C1c1ccccc1)c1ccco1 (stereo not drawn),x,-9%,17%,-18%,3%,-3,9%,28%,-1%
CCc1c(C)sc2nc3c(C(=O)N4CCOCC4)cc(C(=O)c4ccccc4O)cn3c(=O)c12,-43%,u,-11%,u,-1%,3,-1%,14%,23%
O=C(NNC(=O)c1ccc2nonc2c1)Nc1ccc(Cl)cc1,x,-19%,11%,2%,0%,1,-6%,11%,3%
CCOC(=O)/C=C1\NC(C)(C)Cc2cc(OC)c(O)cc21,3%[12.7 µM],u,u,2%,x,-2,x,0%,3%
CC(=O)Nc1ccc2[nH]c(C)cc(=O)c2c1,14%,u,0%,-1%,-1%,4,-3%,11%,-9%
COc1ccc(S(=O)(=O)N2CCOCC2)cc1N=Nc1sc(N)nc1-c1ccccc1,14µM*,-27%,9%,u,u,-11,-4%,u,u
O=C(Cc1c(F)cccc1Cl)NNC(=O)c1ccccc1Cl,5%[12.7 µM],-9%,1%,-1%,-1%,3,-2%,30%,-23%
O=C(CCc1ccccc1)Nc1nccs1,-4%[0.501 µM],2%,-1%,5%,-6%,-2,5%,38%,-6%
CCCCn1c(NCc2ccc(OC)cc2O)nc2ccccc21,2%[59 µM],-21%,11%&3%,-10%,-3%&-12%,-3&-2,-4%,9%,2%
CC(C)c1nc(SCC(=O)Nc2ccc(N(C)C)cc2)c2ccccc2n1,8.9µM*,u,20%,u,-6%,7,-15%,-12%,-4%
COc1cccc(NS(=O)(=O)c2ccc(S(=O)(=O)N3CCOCC3)cc2)c1,6%,-4%,6%,5%,5%,4,4%,34%,0%
O=C(CSc1nc2c([nH]c3ccccc32)c(=O)n1-c1cccc(Cl)c1)N1CCOCC1,18%&8%[59 µM],-11%&-7%,-12%&-2%,-11%&-38%,-9%&6%,0&1,-5%&2%,63%[activator],-3%&3%
COc1ccc(CCNC(=O)Cn2cc(S(=O)(=O)Cc3ccc(F)cc3)c3ccccc32)cc1OC,4%[59 µM],-22%,-1%,-3%,i,0,-9%,7%,3%
Cc1nn(C)c(C)c1/C=N/NC(=O)c1csc2ccccc12,4%[59 µM],-1%,24%,9%,-5%,6,7%,28%,0%

# Continued, starting with the last 2 of the part before.
SMILES,G9a inh,JMJD2A Tudor,GLS inh,BAZ2B block,PGK inhibitor,PI4K2A inh,ERG Ets-DNA blk,HP1b binding inh,Pin1 inhibitor
COc1ccc(CCNC(=O)Cn2cc(S(=O)(=O)Cc3ccc(F)cc3)c3ccccc32)cc1OC,4%[59 µM],-22%,-1%,-3%,i,0,-9%,7%,3%
Cc1nn(C)c(C)c1/C=N/NC(=O)c1csc2ccccc12,4%[59 µM],-1%,24%,9%,-5%,6,7%,28%,0%
Cc1ccc(S(=O)(=O)NCCNC(=O)c2ccccc2)cc1,20%[59 µM],-7%,6%,-2%,-1%,-6,-4%,34%,-1%
CC(=O)N1CCCc2cc(S(=O)(=O)N3CCCC3)ccc21,-5%,-9%,-9%,6%,10%,4,-1%,24%,-3%
CC(C)(C)n1nc(Cc2cccc3ccccc23)c(C#N)c1N,x,-20%,21%,x,3%,0,x,28%,3%
CC1(C)C2CCC1(C)C(NC(=O)CCN1CCCCC1)C2 (stereo not drawn),-11%,-6%,-2%,8%,-2%,6,2%,-1%,-3%
O=C(CCNS(=O)(=O)c1ccc2c(c1)CCC(=O)N2)NCc1cccnc1,7%[59 µM],-12%,0%,-2%,-4%,2,-6%,11%,0%
COc1cc(C(=O)Nn2c(CC(C)C)nc3ccccc3c2=O)cc(OC)c1OC,-4%,-9%,10%,-8%,5%,-4,-3%,28%,-11%
CCOC(=O)CCSc1nc(C)c2ccccc2n1,0%[12.7 µM],32%,1%,3%,5%,6,-4%,63%[activator],4%
COc1cc(/C=C/c2ccc3cccc(OC)c3n2)c(OC(C)=O)c([N+](=O)[O-])c1,2%,-13%,11%,-4%,1%,-5,-1%,15%,2%
Nc1ncncc1-c1ccc([N+](=O)[O-])cc1,-2%,-18%,6%,3%,x,2,-7%,19%,1%
CCCNC(=O)C(Cc1ccc(I)cc1)NC(=O)C1CC1 (stereo not drawn),-4%[0.501 µM],-5%,-5%,3%,-4%,1,10%,68%[activator],0%
O=C(Oc1ccc(OC(=O)C2CCC2)cc1)C1CCC1,-4%[59 µM],u,-27%,-4%,-2%,1,7%,29%,-3%
CCCn1c(=O)c(C(=O)N/N=C/c2ccccc2F)c(O)c2ccccc21,19%[12.7 µM],0%,0%,0%,-2%,4,-3%,34%,-5%
CCc1ccccc1N(CC(=O)NCC1CCCO1)C(=O)CCC(=O)Nc1cc(C)on1 (stereo not drawn),-6%,-18%,-3%,0%,-8%,-6,-2%,9%,0%
COc1cccc(C2OC(=O)c3ccccc3N2C(C)=O)c1OC(C)=O (stereo not drawn),-37%[12.7 µM],-8%,0%,-1%,2%,-2,-3%,52%[activator],-2%
Cc1ccc(C)c(N2CCN(C(=O)C3CCN(C(=O)c4cc5sccc5n4C)CC3)CC2)c1,u,u,1%,25µM*,-6%,-1,-2%,-18%,12%
CCC1CCCCN1CCCNC(=O)CNC(=O)c1nn(-c2ccc(OC)c(Cl)c2)c(=O)c2ccccc12 (stereo not drawn),16%[12.7 µM],-4%,1%,-14%,2%,0,9%,12%,0%
CCN(C1CCS(=O)(=O)C1)S(=O)(=O)c1cccc([N+](=O)[O-])c1 (stereo not drawn),x,-9%,-7%,-5%,-7%,2,-23%,27%[57 µM],-2%
CCCCSCCCNC(=O)c1cc(-c2cccnc2)nc2ccc(S(=O)(=O)N3CCC(C)CC3)cc12,-4%[59 µM],-8%,8%,-1%,i,-4,4%,26%,-1%
Cn1c(=NC(=O)CN2C(=O)C3CC=CCC3C2=O)sc2ccccc21 (stereo not drawn),19%[59 µM],-3%&9%,-5%&-8%,x,-4%,-4&-1,1%&-7%,38%&44%,-1%&-2%
Cc1cccc(OCCSc2cc(C)nc(N)n2)c1,1%,-10%,-1%,10%,i,2,-7%,61%[activator],-1%
Cc1ccccc1C(=O)n1nc(-c2cccnc2)nc1NCc1ccc(F)cc1,u,-9%,0%,-4%,3%,5,1%,29%,21%
COc1cc(/C=C/C(=O)OCC(=O)NC(=O)NC(C)C)ccc1OCC#N,23%,-1%,-7%,0%,-4%,7,19%,58%[activator],0%
O=C1Nc2cc(C(=O)NCCCN3CCCC3)ccc2S/C1=C/c1ccccc1F,14µM*,u,16%,-38%,i,-7,-12%,-10%[57 µM],19%
COc1ccc(C(=O)Nc2ccc3c(c2)OCO3)cc1OC,-1%[59 µM],-11%,-7%,3%,-13%[11.5 µM],-7,x,25%,0%
O=C(COC(=O)[C@@H]1CC(O)CN1S(=O)(=O)c1ccccc1[N+](=O)[O-])c1ccccc1 (stereo partly drawn),0%,-21%,-4%,x,i,0,14%,36%,-4%
COc1ccc(-c2nc3ccc(C)cn3c2NCc2ccc3c(c2)OCO3)cc1,-4%,u,0%,u,-3%,3,-13%,-9%,1%
COC(=O)c1ccc(CNC(=O)C23CC4CC(CC(C4)C2)C3)cc1,3%,-6%,0%,-4%,-4%,-2,-2%,28%,2%
COc1ccc(-c2noc(CCC(=O)NC3CCCCCC3)n2)cc1,8%,-13%,-1%,2%,-2%,4,2%,31%,-8%
C(=N\Nc1nc2ccccc2[nH]1)/c1ccc2ncccc2c1,3%,-30%,u,-19%,0%,3,u,28%,12%
CCN1C(=O)/C(=C2\C=Cc3ccccc3N2CC)SC1=S,u,2.8µM*,38%[activator],8.9µM*,-2%,1,7%,3.2µM*,10%

# High-throughput results: PubChem BioAssay, National Center for Advancing Translational Sciences (NCATS)
